High-throughput results (PubChem)
ANO1 activ = activates or potentiates the mouse TMEM16A chloride channel; Q8BHY3; HEK293 TMEM16A/YFP-H148Q/I152L, iodide quench fluorescence; active compounds read low; B-score at 10 µM; 0.3% of 340,000 active;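 active = fluorescence-ratio B-score plate-corrected deviation score at least 3 library SD below zero, with starting fluorescence score within 5 deviations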;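 note: channel opened by trigger with iodide after compound preincubation; score built on the fluorescence ratio of max minus min over baseline; more negative score means more quench and so TMEM16A activation or potentiation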
MrgX1 ag = human MrgX1 receptor agonism, primary screen | Q96LB2 | MrgX1-HEK293 cells, Fluo-4 calcium fluorescence, agonist mode; active compounds read high | B-score at 10 µM | 0.44% of 310,000 active | AID 588627;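 active = calcium response B-score plate-corrected fluorescence ratio at least 3 library SD, with starting fluorescence B-score inside 5 SD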
Target sequence (Q96LB2 whole entry, looked up): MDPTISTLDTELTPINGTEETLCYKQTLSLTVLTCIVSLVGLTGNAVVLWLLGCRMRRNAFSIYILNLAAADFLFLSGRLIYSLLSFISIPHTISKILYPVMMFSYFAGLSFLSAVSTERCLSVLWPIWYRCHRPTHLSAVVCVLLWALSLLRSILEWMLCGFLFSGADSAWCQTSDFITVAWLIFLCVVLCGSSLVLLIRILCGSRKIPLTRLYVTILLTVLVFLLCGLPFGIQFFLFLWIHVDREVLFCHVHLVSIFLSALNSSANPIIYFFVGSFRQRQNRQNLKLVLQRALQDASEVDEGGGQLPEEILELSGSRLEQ
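Test system: Stable human MrgX1 HEK293 cell line | Schedule: Overnight plating before 1 h dye loading | Read-out basis: Baseline-normalised fluorescence change ratio, B-scored | Detection: Kinetic calcium dye fluorescence, Fluo-4 NW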
TRPC4 PAM = allosterically enhances the mouse TRPC4 cation channel; HEK293 TRPC4beta/mu-opioid, DAMGO EC20, Fluo-4 Ca2+ flux; active compounds read high; AID 2227; B-score at 10 µM; 0.42% of 310,000 active;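 active = B-score of calcium response area above 5 SD of library B-scores, with initial fluorescence ratio within 5 SD of library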;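 note: B-score of integrated fluorescence ratio over time as area under calcium response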
TRPC4 agonist = opens the mouse TRPC4 cation channel; 0.49% of 310,000 active; Q9QUQ5; HEK293 TRPC4beta/mu-opioid, Fluo4 calcium fluorescence; active compounds read high; B-score at 10 µM;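 active = B-score above 5 SD of library B-scores, and initial fluorescence ratio not above library mean plus 5 SD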;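 note: positive B-score marks a calcium rise read as TRPC4 activation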
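System: HEK293 cells stably co-expressing mouse TRPC4beta and mu-opioid receptor; Schedule: Fluo4 dye loading 45 min at room temperature, 110 s recording; Detection: Fluo4 fluorescence, kinetic; Evaluation: B-scored integrated calcium fluorescence ratio; Controls: buffer (low) and maximal DAMGO (high).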
RGS4 inh = human RGS4 inhibition. P49798. HEK293 M3R/RGS4 inducible, Fluo-4 calcium flux; active compounds read high; triggered by carbachol at its EC20. B-score at 10 µM. 0.45% of 310,000 active. AID 463165;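 active = B-score, a plate-corrected calcium signal, over three deviations above library mean, with baseline fluorescence within five deviations of library mean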;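 note: RGS4 expression induced by doxycycline in cells with stable M3 receptor; B-score is computed from the integrated fluorescence ratio over baseline after carbachol; higher B-score means a larger calcium signal and so more RGS4 inhibition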
Target sequence (P49798 whole entry, looked up): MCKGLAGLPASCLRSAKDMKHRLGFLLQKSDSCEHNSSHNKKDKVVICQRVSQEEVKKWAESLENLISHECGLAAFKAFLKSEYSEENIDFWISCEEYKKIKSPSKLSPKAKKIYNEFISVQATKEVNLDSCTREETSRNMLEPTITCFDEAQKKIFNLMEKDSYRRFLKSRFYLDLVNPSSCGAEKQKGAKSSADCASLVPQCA
TRPC6 activator = activates the mouse TRPC6 cation channel | Q61143 | HEK293-TRPC6 membrane potential dye fluorescence; active compounds read high | B-score at 10 µM | 0.13% of 310,000 active | AID 2550;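 active = B-score of the integrated fluorescence ratio above library mean plus 3 SD, and starting fluorescence ratio within library mean plus 5 SD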;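 note: higher score means more depolarization so channel activation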
ANO1 block = inhibitors of mouse TMEM16A calcium-activated chloride channel | Q8BHY3 | HEK293 TMEM16A/YFP iodide influx fluorescence, ionomycin | normalized B-score (activity score, 25-100; higher = stronger inhibition) at 10 µM | 1.2% of 310,000 active | AID 588511;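 active = ratio plate-corrected score three or more library SD toward inhibition, starting fluorescence score within five deviations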;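 note: score derived from kinetic fluorescence span divided by baseline fluorescence per well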
TRPC4 inh = TRPC4 (mouse) channel inhibition; Q9QUQ5; HEK293 TRPC4beta/mu-opioid, DAMGO-evoked Fluo4 calcium flux; active compounds read low; B-score at 10 µM; 0.39% of 300,000 active; AID 2247;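 active = B-score over 3 SD under the library average, no early fluorescence shift, positive overall ratio signal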
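material = TRPC4beta/mu-opioid receptor HEK293 cell line | probe or stimulus = sequential submaximal and maximal DAMGO stimulation | compound dosing = one concentration per compound | measured by = Fluo4 Ca2+ flux fluorescence | evaluation = integrated fluorescence ratio relative to baseline, converted to per-well B score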
MrgX1 allo act = allosterically activates human MrgX1 receptor signaling; AID 588675; 0.63% of 310,000 active; B-score at 10 µM; MrgX1-HEK293, Fluo-4 calcium flux, FDSS; active compounds read high;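 active = plate-corrected calcium response at least 3 library SD above typical, normal starting fluorescence, not activating the receptor alone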;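 note: compound read alongside a low EC10 to EC30 dose of BAM8-22 agonist; peak minus trough fluorescence over baseline measured at the second addition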
TRPC6 inh = inhibitors of mouse TRPC6 channel; HEK293-TRPC6, membrane potential dye, ACh-evoked depolarization; active compounds read low; Q61143; 1.1% of 310,000 active; B-score at 10 µM;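 active = B-score under library mean minus 3 SD, initial fluorescence not abnormally high, positive integrated signal ratio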;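 note: B-score derived from integrated fluorescence ratio over the kinetic read; more negative B-score means stronger inhibition of depolarization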
MrgX1 antagonist = human MrgX1 receptor antagonism, primary screen; Q96LB2; MRGX1-HEK293 calcium flux, Fluo-4, BAM8-22 antagonism; active compounds read low; B-score at 10 µM; 1.3% of 310,000 active; AID 588676;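 active = calcium-response B-score plate-corrected more than 3 library SD below zero, starting fluorescence within 5 deviations, no agonist response on first addition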;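 note: peak minus trough fluorescence over baseline after final BAM8-22 challenge near maximal dose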
* marks the source's active call; other numbers are inactive results; i = inactive; nt = not tested or not shown. These rows are one share of the data. The share of hits here may be higher or lower than overall.

canonical_smiles	ANO1 activ	MrgX1 ag	TRPC4 PAM	TRPC4 agonist	RGS4 inh	TRPC6 activator	ANO1 block	TRPC4 inh	MrgX1 allo act	TRPC6 inh	MrgX1 antagonist
Cc1ccnc(-n2c(C)cc(/C=C3\C(=O)NC(=S)N(C)C3=O)c2C)c1	i	i	i	i	i	i	i	i	i	i	i
COc1ccc(CCn2c(O)c(C=NCCCN(C)C)c(=O)[nH]c2=O)cc1OC	i	i	i	i	i	i	i	i	i	i	i
COc1ccc(-c2nc3ccccc3c(=O)n2-c2cccnc2)cc1	i	i	i	i	i	i	i	i	i	i	i
c1cncc(CNCCc2ccc3c(c2)OCO3)c1	i	i	i	i	i	i	i	i	i	i	i
Nc1cc(Cl)c2nonc2c1[N+](=O)[O-]	i	i	nt	nt	nt	nt	i	nt	i	nt	i
O=P(OCC(F)(F)C(F)F)(N1CCCCC1)N1CCCCC1	i	i	i	i	i	i	i	i	i	i	i
Cc1ccc(-n2c(O)c(/C=N/NC(=O)c3ccncc3)c(=O)[nH]c2=O)cc1C	i	i	i	i	i	i	i	i	i	i	i
Cc1ccsc1C(=O)C1CCCN(Cc2cc(C(C)C)n[nH]2)C1 (configuration not stated)	i	i	i	i	i	i	i	i	i	i	i
S=C1CN=C(c2ccccc2)c2cc(Cl)ccc2N1	i	i	i	i	i	i	i	i	i	i	i
CCCCn1c(=O)c(C(=O)Nc2ccccc2F)c(O)c2ccccc21	i	i	i	i	i	i	i	i	i	i	i
Oc1ccc(CC2(N3CCCC3)CCCCC2)cc1	i	i	i	i	i	i	i	i	i	i	i
COc1ccc2[nH]c(C)c(CCN3CCC(=O)C(C)C3C)c2c1 (configuration not stated)	i	i	i	i	i	i	i	i	i	i	i
CC(=NCc1ccc(F)cc1)c1c(O)n(C)c(=O)n(C)c1=O	i	i	i	i	i	i	i	i	i	i	i
O=C(Cc1ccccc1)Oc1ccc(N2C(=O)C3CCCCC3C2=O)cc1 (configuration not stated)	i	i	i	i	i	i	i	i	i	i	i
CCOC(=O)C1(c2ccccc2)CCN(CCC(=O)Nc2ccccc2OC)CC1	i	i	i	50*	i	i	i	i	i	i	i
Cc1ccccc1OCCN=Cc1c(O)n(C)c(=O)n(C)c1=O	i	i	i	i	i	i	i	i	i	i	i
COc1ccc(N2C(=O)/C(=C/c3ccc(C)o3)C(=O)NC2=S)c(OC)c1	i	i	i	i	i	i	i	i	i	i	i
CN(C)c1cccc2c(C#N)ccc(N(C)C)c12	i	i	i	i	i	i	i	i	i	i	i
Cc1nc2cc(C(F)(F)F)ccc2n1C1CCN(Cc2nnnn2CCc2ccccc2)CC1	i	i	i	i	i	i	i	i	i	i	i
CC(C)[C@H]1C(=O)O[C@H](C(C)C)C(=O)N(C)[C@@H](C(C)C)C(=O)O[C@H](C(C)C)C(=O)N(C)[C@@H](C(C)C)C(=O)O[C@H](C(C)C)C(=O)N1C	i	i	i	i	i	i	i	i	i	i	i
CCCC12CN3CC(CCC)(CN(C1)C3c1ccccn1)C2=O (configuration not stated)	i	i	i	i	i	i	i	i	i	i	i
CC12CCC3C(CC=C4CC(O)CCC43C)C1C/C(=C\c1ccccc1F)C2=O (configuration not stated)	i	i	i	i	i	i	i	i	i	i	i
Cc1cccn2c(=O)c3c(nc12)N1CCCCCC1C1(C3)C(=O)N(C)C(=O)N(C)C1=O (configuration not stated)	i	i	i	i	i	i	i	i	i	i	i
CCN1CCN(Cc2cc(OC)c3c(c2)OCO3)CC1	i	i	11*	i	i	i	i	i	i	i	i
Cc1ccccc1CN1CCCN(Cc2ccc(Cl)cc2)S1(=O)=O	i	i	i	i	i	i	i	i	i	i	i
CN1C(=O)/C(=C\c2ccc(Br)s2)C(=O)NC1=S	i	i	i	i	19*	i	i	i	i	i	i
N#CC1=C(N)Oc2c(c(=O)sc3ccccc23)C1c1ccncc1 (configuration not stated)	i	i	i	i	i	i	i	i	i	i	i
COc1ccc(C(=O)N2CCC3(CC2)OCCO3)cc1	i	i	i	i	i	i	i	i	i	i	i
CN(C)C(=O)Oc1ccc(-c2nnco2)cc1	i	i	i	i	i	i	i	i	i	i	i
Cc1ccc(Cn2nc(C)c(C=O)c2Cl)cc1	i	i	i	i	i	i	i	i	i	i	i
O=C1CN=C(c2cccs2)c2c(sc3c2CCCC3)N1	i	i	i	i	i	i	i	i	i	i	i
O=C1N[C@@H](Cc2ccccc2)C(=O)N2[C@H]1C[C@H]1c3ccccc3N(OOSc3ccccc3)[C@H]12	i	i	i	i	i	i	i	i	i	i	i
OCCNc1c2c(nc3ccccc13)CCCC2	i	i	i	i	i	i	i	i	i	-6.7*	i
O=C(C[N+]12CCC(CC1)C(CO)C2)c1ccc([N+](=O)[O-])cc1 (configuration not stated)	i	i	i	i	i	i	i	i	i	i	i
OCC12CO[C@@H]3c4ccccc4[C@H](OC1)N32 (some centres not stated)	i	i	i	i	i	i	i	i	i	i	i
CCC1=Nc2cc(C(=O)N3CCC4(CC3)OCCO4)ccc2Sc2ccccc21	i	i	i	i	i	i	i	i	i	i	i
COc1ccc(-n2c(C)nc3ccccc3c2=O)c([N+](=O)[O-])c1	i	i	i	i	i	i	i	i	i	i	i
CCCN1CCc2cccc3c2[C@H]1Cc1ccc(O)c(O)c1-3	i	i	i	i	i	i	i	i	i	-5.6*	i
COC(=O)N1CCN(C(=O)Cc2ccc(Cl)c(Cl)c2)C(CN2CCCC2)C1 (configuration not stated)	nt	i	i	i	i	i	i	i	i	i	i
CN1C(=O)N(C)C(=O)C2(Cc3cc(NC(=O)c4ccccc4Cl)ccc3N3CCCC32)C1=O (configuration not stated)	i	i	i	i	i	i	i	i	i	i	i
CN(C)c1ccc(/C=C2/C(=O)NC(=O)N(Cc3ccco3)C2=O)cc1	i	i	i	i	i	i	i	i	i	i	i
Oc1cccc2nc3ccccc3nc12	i	i	i	i	i	i	i	i	i	i	i
COC(=O)C1=C(c2ccccc2)C[C@@H]2CC[C@H]1N2C(=O)NC1CC1	i	i	i	i	i	i	i	i	i	i	i
O=C1NC(=O)C(CCc2ccncc2)(CCc2ccncc2)C(=O)N1Cc1ccc(F)cc1	i	i	i	i	i	i	i	i	i	i	i
CC(C)CCOC(=O)c1c(N)n(CC2CCCO2)c2nc3ccccc3nc12 (configuration not stated)	i	i	i	i	i	i	i	i	i	i	i
Cc1cc(=O)oc2cc(OCC(=O)N3C[C@H]4C[C@@H](C3)c3cccc(=O)n3C4)c(Cl)cc12	i	i	i	i	i	i	i	i	i	i	i
CC(C)N1C(=O)/C(=C/C=C/c2ccco2)C(=O)N(Cc2ccco2)C1=O	i	i	i	i	i	i	i	i	i	i	i
CN(C)Cc1ccccc1OC(=O)N(C)C	i	i	i	i	i	i	i	i	i	i	i
O=[N+]([O-])c1ccc(NCCCN2CCOCC2)nc1	i	i	i	i	i	i	i	i	i	i	i
Cc1nc(Cl)sc1C(=O)Nc1ccc2ccccc2c1	i	i	i	i	i	i	i	i	i	i	i
CN1CCN(c2cc([N+](=O)[O-])ccc2Cl)CC1	i	i	i	i	i	i	i	i	i	i	i
COP(=O)(OC)C(Nc1ccccc1)c1ccccc1 (configuration not stated)	i	i	i	i	i	i	i	i	i	i	i
COc1ccc(OC)c(NC2=NCCCS2)c1	i	i	i	i	i	i	i	i	i	i	i
CCOC(=O)CCCCCNC(=O)c1c(O)[nH]c(=O)[nH]c1=O	i	i	i	i	i	i	i	i	i	i	i
Cc1cccc(C(=O)NC(Oc2ccccc2)C(Cl)(Cl)Cl)c1 (configuration not stated)	i	i	i	i	i	i	i	i	i	i	i
O=C(COc1ccccc1Cl)N1CCCC(N2CCN(c3ccc(F)cc3)CC2)C1 (configuration not stated)	i	i	i	i	i	i	i	i	i	i	i
N/C(=N/[N+](=O)[O-])N1CCN(C(=O)c2ccc(Cl)cc2)CC1	i	i	i	i	i	i	i	i	i	i	i
O=C(c1n[nH]c(=O)c2ccccc12)N1CCC2(CC1)OCCO2	i	i	i	i	i	i	i	i	i	i	i
O=[N+]([O-])c1ccc(N2CCCC2)c2ncccc12	i	i	i	i	i	i	i	i	i	i	i
Cc1ccc(C2NC(=S)NC(c3ccc(C)cc3)C23C(=O)NC(=O)NC3=O)cc1 (configuration not stated)	i	i	i	i	i	i	i	i	i	i	i

(next part)
canonical_smiles	ANO1 activ	MrgX1 ag	TRPC4 PAM	TRPC4 agonist	RGS4 inh	TRPC6 activator	ANO1 block	TRPC4 inh	MrgX1 allo act	TRPC6 inh	MrgX1 antagonist
CC(=O)NN1C(=O)c2ccccc2NC1c1cccnc1 (configuration not stated)	i	i	i	i	i	i	i	i	i	i	i
O=C(NC(c1ccc(Cl)cc1)P(=O)(Oc1ccccc1)Oc1ccccc1)OCc1ccccc1 (configuration not stated)	i	i	i	i	i	i	i	i	i	i	i
O=C1CN=C(c2cccc(Br)c2)c2cc(Br)ccc2N1	i	i	i	i	i	i	i	i	i	i	i
CCOP(=O)(OCC)C(NC(=O)c1ccccc1Cl)=C(Cl)Cl	i	i	i	i	i	i	i	i	i	i	i
O=C1/C(=C/c2ccc([N+](=O)[O-])cc2)N2CCC1CC2	i	i	i	i	i	i	i	i	i	i	i
Cc1nn(Cc2ccccc2Cl)c(Cl)c1C(=O)OCC(=O)NCc1ccco1	i	i	i	i	i	i	i	i	i	i	i
CCN1C(=O)c2ccccc2Sc2ccc(C(=O)N3CCC4(CC3)OCCO4)cc21	i	i	i	i	i	i	i	i	i	i	i
COC(=O)C(O)(c1ccc(NC(=O)Oc2ccccc2)cc1)C(F)(F)F (configuration not stated)	i	i	i	i	i	i	i	i	i	i	i
